SR-BI uptake up: activators of SR-BI mediated DiI-HDL uptake, primary screen, ldlA[mSR-BI] CHO cells, DiI fluorescence | AID 504775, 2011 | activation, % at 12.5 µM | 3 h; 100 = double the neutral-control signal | 320,000 tested, 0.096% active;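 active = mean replicate activation of at least 60% and every replicate at or above 60%; inconclusive = mean or all-replicate condition met, but not both; inactive = mean below 60% and not all replicates reaching 60%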;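 also: 0% = median plate neutral-control signal and 100% = twice that signal; values of inactives mirror those of a sister screen read the other way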
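Material: SR-BI-overexpressing, LDLR-lacking CHO cells | Dosing: Single compound concentration, delivered by pin transfer | Probe or stimulus: Labelled HDL, 10 µg/mL | Signal: Bottom-read cell fluorescence after medium removal, ex 550/em 595 nm | Schedule: 3 h, 37 °C | Evaluation: HDL uptake via cellular fluorescence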
PKA-R2B act: activators of PKA-R2B holoenzyme, primary screen, biochemical, fluorescence polarization, Cy5-IP20, human | PKA-R2B holoenzyme dissociation; R2B truncated from residue 108, S112A mutant; 0% DMSO only, 100% 113 µM cGMP | activation, % at 11.4 µM | 340,000 tested, 0.079% active | AID 504700, 2011;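 active = activation above a cutoff set at the mean over all compounds plus 3 SD, cut at about 18% in these data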;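 also: higher means more holoenzyme dissociation and a rise in polarization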
Target sequence (P31323 whole entry, looked up, other chains not shown, the tested form may be a part): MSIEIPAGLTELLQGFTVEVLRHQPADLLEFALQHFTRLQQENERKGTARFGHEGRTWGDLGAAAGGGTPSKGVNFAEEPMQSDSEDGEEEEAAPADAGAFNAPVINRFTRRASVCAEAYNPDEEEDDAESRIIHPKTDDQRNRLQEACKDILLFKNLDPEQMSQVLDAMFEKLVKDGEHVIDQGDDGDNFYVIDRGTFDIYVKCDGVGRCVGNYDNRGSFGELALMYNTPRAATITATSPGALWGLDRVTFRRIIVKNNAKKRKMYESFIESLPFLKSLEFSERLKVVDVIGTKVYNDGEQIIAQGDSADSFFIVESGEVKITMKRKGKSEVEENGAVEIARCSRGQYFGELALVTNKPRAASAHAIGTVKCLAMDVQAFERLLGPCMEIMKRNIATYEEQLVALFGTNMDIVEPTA
Cardiac RTF inh: cardiac RTF calcium sensitivity inhibitors, primary screen, biochemical, IANBD-TnC fluorescence, EC70 calcium. AID 493244, 2011. 340,000 tested, 0.12% active. inhibition, % at 7.15 µM. IANBD-labeled cardiac RTF, Ca2+ fluorescence;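 active = inhibition above the mean inhibition of all tested compounds plus 3 SD, cut at about 17% in these data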;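 also: assay run at fixed EC70 calcium of 1.6 mM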
Arrestin-AP2 inh: inhibitors of beta-arrestin/AP2 binding, primary screen, biochemical, GPCR trafficking, flow cytometry. beta-arrestin 1 C-terminal peptide binding to AP2 beta2-adaptin appendage (human). FITC-arrestin peptide / GST-AP2 beads; AP2 beta2 appendage carries R879A mutation. inhibition, % at 10 µM. 340,000 tested, 0.31% active;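 active = inhibition above a set limit, near 3 SD of compounds lacking own fluorescence, cut at about 54% in these data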;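 also: plate controls were DMSO wells for no effect and 5 µM unlabelled arrestin peptide for full effect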
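test system = AP2 appendage R879A on GSH beads | buffer or medium = PBS plus Tween 20 (0.05%) and BSA (0.1%) | incubation = 12 min plus 1 h, RT | detection = bead flow cytometry, FITC channel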
Keap1-Nrf2 PPI: Keap1-Nrf2 protein-protein interaction inhibitors, primary screen, biochemical, fluorescence polarization, single point. Kelch-like ECH-associated protein 1 (Homo sapiens), Q14145. Keap1 Kelch-Nrf2 peptide fluorescence polarization, 1536-well. inhibition, % at 9.4 µM. 340,000 tested, 0.15% active. AID 504523, 2011; in the data active = inhibition above about 12%; inconclusive = no clear call, values can overlap the other calls; inactive = below about 7.3%;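 also: human Keap1 Kelch domain with fluorescein labeled Nrf2 9mer peptide probe; 0% = neutral control wells and 100% = peptide positive control; higher means more block of Keap1 binding to Nrf2 peptide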
Target sequence (Q14145 whole entry, looked up, the tested form may be a part): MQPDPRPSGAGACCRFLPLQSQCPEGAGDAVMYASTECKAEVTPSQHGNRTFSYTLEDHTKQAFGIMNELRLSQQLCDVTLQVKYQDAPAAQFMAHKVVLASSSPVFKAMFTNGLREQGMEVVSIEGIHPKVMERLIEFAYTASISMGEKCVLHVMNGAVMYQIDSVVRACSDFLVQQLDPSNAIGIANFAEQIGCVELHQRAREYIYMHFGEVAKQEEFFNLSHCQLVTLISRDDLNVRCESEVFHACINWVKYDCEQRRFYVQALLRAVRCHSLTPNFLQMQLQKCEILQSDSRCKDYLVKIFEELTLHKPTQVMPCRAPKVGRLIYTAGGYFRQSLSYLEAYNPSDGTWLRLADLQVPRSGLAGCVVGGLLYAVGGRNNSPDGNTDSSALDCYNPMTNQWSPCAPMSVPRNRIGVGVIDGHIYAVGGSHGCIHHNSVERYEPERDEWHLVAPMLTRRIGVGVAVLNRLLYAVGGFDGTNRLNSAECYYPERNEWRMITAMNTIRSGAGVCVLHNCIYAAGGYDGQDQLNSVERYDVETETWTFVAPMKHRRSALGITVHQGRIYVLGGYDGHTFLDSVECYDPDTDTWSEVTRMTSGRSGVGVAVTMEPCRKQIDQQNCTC
C-LANA FP: inhibitors of KSHV C-LANA binding to DNA, primary screen, biochemical, fluorescence polarization, FAM-LBS DNA, MBP-C-LANA, single point; inhibition, % at 9 µM; 340,000 tested, 0.078% active; Kaposi's sarcoma herpesvirus LANA C-terminal domain (residues 932-1162) DNA binding; AID 504423, 2011;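 active = highest replicate inhibition at or above 60% at 9 µM, even if other replicates fall short; inactive = all replicates below 60% inhibition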;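 also: 0% = neutral control wells and 100% = 4 µM acridine orange control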
SR-BI HDL uptake: inhibitors of SR-BI mediated HDL lipid uptake, primary screen, ldlA[mSR-BI] cells, fluorescence, single point; 320,000 tested, 0.96% active; ldlA[mSR-BI] CHO cells, DiI-HDL uptake fluorescence, 3 h; AID 488896, 2010; Scavenger receptor class B member 1 (Mus musculus), Q61009; inhibition, % at 12.5 µM;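 active = mean replicate inhibition of at least 70% and a set share of replicates each scoring 70 or more; inconclusive = meets just one of the two criteria; inactive = fails both criteria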;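 also: 0% = median of neutral control wells and 100% = median of positive control wells; values of inactives mirror those of a sister screen read the other way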
NSD2 HMT inh: NSD2 histone methyltransferase inhibitors, primary screen, biochemical, AlphaScreen, single concentration, set 2; Histone-lysine N-methyltransferase NSD2 (Homo sapiens), O96028; NSD2 peptide methylation, 120 min; inhibition, % at 12.5 µM; 310,000 tested, 0.54% active; in the data active = inhibition above about 50%
DAGLB inh: DAGLB lipase inhibitors, primary screen, biochemical, fluorescence, HTS; Diacylglycerol lipase-beta (Homo sapiens), Q8NCG7; HEK293T DAGLB membrane lysate, EnzChek fluorogenic substrate; inhibition, % at 5.17 µM; 340,000 tested, 0.059% active; AID 504411, 2011; in the data active = inhibition above about 34%;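 also: 0% = enzyme with vehicle and 100% = wells lacking enzyme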
PvdQ inh: P. aeruginosa PvdQ acylase inhibitors, primary screen, biochemical, fluorescence, plate reader and imaging, single point; 340,000 tested, 0.063% active; PvdQ acylase [Pseudomonas aeruginosa LESB58]; purified PvdQ acylase; inhibition, % at 10 µM; in the data active = inhibition above about 30%, passing the limit was not always enough; inconclusive = no clear call, values can overlap the other calls;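 also: 0% = vehicle neutral wells and 100% = reference inhibitor wells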
Numbers without * were called inactive; ? = inconclusive; · = no result given.

SMILES	SR-BI uptake up	PKA-R2B act	Cardiac RTF inh	Arrestin-AP2 inh	Keap1-Nrf2 PPI	C-LANA FP	SR-BI HDL uptake	NSD2 HMT inh	DAGLB inh	PvdQ inh
Brc1ccc(-c2noc(CCc3ccccc3)n2)o1	15.7	1.5	2.3	2.8	-7.3	-1.1	-15.7	·	-23.7	-3.9
O=C(NC1CC1)c1ccc2c(c1)N(Cc1ccc(Cl)cc1)CCS2	-70.7	2.3	3.4	-7.8	-2.5	0.1	?	-6.1	1.5	-18.5
COC1=C(Nc2ccc(O)cc2)C(=O)c2ccccc2C1=O	-7.2	-9.8	7.2	23.7	-4.8	-0.6	7.2	46.2	7.6	3.1
Cc1ccc(C(O)(COC(=O)C(C)C)COC(=O)C(C)C)c(O)c1	3.9	5.6	-10.8	18.2	-2.5	-2.7	-3.9	·	-0.5	-16.1
CC12CCC(=O)N1C(C(=O)Nc1nccs1)CS2 (stereo not drawn)	-2.1	-5.4	-4.8	4.5	-3.2	-1.2	2.1	-3.0	-0.2	-7.5
CCn1c(=O)n(CC)c2cc(S(=O)(=O)Nc3ccccc3C)c(C)cc21	-11.1	-10.9	2.8	-2.0	-0.9	3.1	11.1	0.4	-1.9	-10.6
COc1ccc(CN2C(=NC(=O)C3CC3)SC3CS(=O)(=O)CC32)cc1 (stereo not drawn)	3.8	1.7	-12.8	17.8	-2.2	-1.1	-3.8	3.0	3.7	-4.3
Cc1cccnc1NC(=O)c1ccc(Cl)c(S(=O)(=O)N2CCCCCC2)c1	-4.5	-0.9	-11.7	8.2	-1.3	-2.1	4.5	26.1	0.5	-7.5
O=[N+]([O-])c1ccc(COn2nnc3ccccc32)cc1	7.0	2.3	-3.5	17.9	-0.7	1.1	-7.0	0.4	-0.7	-14.6
O=S(=O)(NCc1ccccc1Cl)c1ccc(-n2cnnn2)cc1	·	2.2	-2.9	-6.0	1.5	-0.2	·	·	-0.8	-3.7
CCCn1c(SCC(=O)Nc2ccc(NC(C)=O)cc2)nc2c1c(=O)n(C)c(=O)n2C	16.5	-6.5	1.5	-3.7	-1.7	-0.9	-16.6	-4.7	1.0	-16.6
Cc1cccc(NC(=O)CSc2ccc(-c3ccco3)nn2)c1C	-11.3	-2.8	2.7	9.0	-4.2	0.9	11.3	1.5	-2.6	-3.2
CN1CCN(CC(=O)N(Cc2c(C#N)c3ccccc3n2C)c2ccccc2)CC1	-31.6	-13.3	-3.3	-4.2	0.0	0.2	31.6	7.5	-0.7	-10.5
Cc1cc(C(=O)COC(=O)c2ccc(N)c([N+](=O)[O-])c2)c(C)n1-c1ccc2c(c1)OCO2	-35.8	0.1	-1.3	34.7	-4.7	1.0	35.8	-18.7	-7.5	4.5
O=C(O)c1ccc(N2C(=O)CSC2c2cccc([N+](=O)[O-])c2)cc1 (stereo not drawn)	-9.8	3.8	-7.1	11.6	1.3	-0.4	9.8	22.0	1.2	-1.9
Cc1ccc(C(=O)NNC(=O)COc2ccc(Cl)cc2C)o1	-5.5	9.2	-7.8	24.1	-2.8	-1.1	5.5	35.9	-0.9	-10.3
COc1ccc(C(=O)NC(=S)N(C)C2CCCCC2)cc1	1.3	1.6	-5.3	17.5	-4.1	1.3	-1.3	3.6	-0.5	-0.4
COc1ccc(N2CCN(C(CNS(=O)(=O)c3ccc4c(c3)OCCO4)c3ccco3)CC2)cc1 (stereo not drawn)	?	-6.2	-2.0	-9.9	-5.2	0.2	-63.4	1.9	-2.1	-5.5
CCn1c(C(=O)NCCCN2CCc3ccccc3C2)cc2sccc21	-16.6	-6.8	-4.4	8.0	-3.9	-2.4	16.6	14.8	1.5	-6.8
Clc1cccc(-c2nc(NCCN3CCOCC3)c3ccccc3n2)c1	-23.0	-19.5	-14.9	-0.4	-0.4	-1.2	23.0	-3.3	-2.8	-7.3
CN(C)c1nc(N)nc(CSc2ncc(Cl)cc2Cl)n1	-7.8	-1.9	-2.1	6.5	0.4	-1.1	7.8	6.3	1.6	-12.7
C/C=C/CSc1nc2c(c(=O)[nH]c(=O)n2C)n1CCC	0.9	-2.0	2.4	0.9	0.9	-0.6	-0.9	0.9	2.6	-5.3
CCOCCCn1c(SCC(=O)N(C)C2CCS(=O)(=O)C2)nc2ccccc2c1=O (stereo not drawn)	30.0	8.1	-0.1	-3.4	-3.0	-0.1	-30.0	-4.3	1.5	-16.0
CC1(C)SC(=S)N(/N=C/c2ccccc2)C1N(O)C(=O)Nc1ccc([N+](=O)[O-])cc1 (stereo not drawn)	-34.2	-2.1	0.9	3.4	-2.6	0.6	34.2	5.6	-0.9	-32.4
O=C1C2ON(c3ccccc3)C(c3ccncc3)C2C(=O)N1c1ccccc1 (stereo not drawn)	0.5	5.4	-2.8	4.6	-1.5	-0.5	-0.5	-2.7	-0.5	-20.0
Other results:
SMILES	SR-BI uptake up	PKA-R2B act	Cardiac RTF inh	Arrestin-AP2 inh	Keap1-Nrf2 PPI	C-LANA FP	SR-BI HDL uptake	NSD2 HMT inh	DAGLB inh	PvdQ inh
Cc1ccc(NNC(=O)C(=O)N2CCCCC2)cc1	33.3	-2.0	-0.9	16.9	2.0	2.4	-33.3	-3.4	1.9	-11.7
Cc1cccc(NC(=O)C23CCC(C)(C2Br)C3(C)C)c1 (stereo not drawn)	-9.5	-3.6	-7.9	6.0	-0.8	-0.2	9.5	-0.5	-10.8	-6.6
Cc1cccc(OCCCC(=O)N2CCCc3ccccc32)c1C	-9.3	4.2	1.8	-0.9	-4.5	0.0	9.3	-0.7	-20.3	-12.8
C(=N\c1nccs1)/c1cccnc1	4.3	4.2	0.4	-10.5	6.0	-0.5	-4.3	-1.7	-0.5	-3.9
O=C(O)CCc1nnc2n(Cc3ccc(F)cc3)c(=O)c3ccccc3n12	14.8	0.1	-8.2	3.0	-7.3	-0.2	-14.8	·	-3.0	-2.5
O=C(CSc1ncn[nH]1)Nc1cccc2ccccc12	3.1	-15.1	6.1	0.9	-2.8	0.2	-3.1	-2.5	-1.2	-31.2
O=C(O)C/C(=C\c1ccc2c(c1)OCO2)c1nc2ccccc2s1	18.1	4.1	-7.3	-2.4	1.9	1.6	-18.1	1.6	5.8	-8.3
O=C(c1cnn2c(C(F)(F)F)cc(-c3ccco3)nc12)N1CCCCCC1	1.5	1.1	-3.4	12.9	-2.4	0.1	-1.5	-0.1	-1.8	-17.6
CCOc1ccc(NC(=O)CSc2nc(O)c(C)c(=O)n2-c2ccc(F)cc2)cc1	4.7	-2.5	-2.7	4.9	-4.7	-0.7	-4.7	-5.1	-0.1	4.2
COc1ccccc1Nc1nn2c(=O)c3ccc(C(=O)N4CCCC(C)C4)cc3nc2s1 (stereo not drawn)	-61.9	-1.5	-11.4	-15.4	-7.8	0.6	61.9	-0.1	0.7	-23.6
CCCN1C(=O)NC2(O)C(=O)c3ccccc3C12O (stereo not drawn)	1.4	-4.6	-6.5	-0.8	-2.2	2.2	-1.4	-3.0	0.7	-14.4
CCCCn1c(=O)[nH]c(=O)c2c1nc(-c1ccc(-c3ccccc3)cc1)n2C	2.9	-8.2	-6.0	17.1	2.9	-0.9	-2.9	-0.7	-0.8	-1.2
CCOC(=O)C1=NN(c2ccc(OC)cc2)C2C(=O)N(c3ccccc3OC)C(=O)C12 (stereo not drawn)	13.0	5.0	-3.2	6.2	-0.1	-0.5	-13.0	2.4	-0.2	-9.2
COc1ccc(CCNc2nc(=S)[nH]c3cc(OC)c(OC)cc23)cc1OC	-20.1	7.2	-3.8	7.7	-1.5	-0.7	20.1	·	1.5	1.3
CC(C)Nc1ncnc2c1cnn2-c1ccc(Cl)cc1	-2.5	0.0	-1.3	-7.9	-1.4	-1.1	2.5	·	-0.2	-13.1
Cc1nccn1CCN(C)Cc1cn(Cc2ccccc2)nc1-c1ccc2c(c1)OCO2	9.8	-1.1	-11.0	16.9	-2.9	0.0	-9.8	-1.5	1.9	-13.4
CC1=CC2=NC(=O)/C(=C/c3coc4ccc(Cl)cc4c3=O)C(=N)N2O1	-10.0	-3.4	-71.9	6.5	-61.5	-9.1	10.0	1.9	-63.9	4.6
CCO/C([O-])=N/c1sn[n+](C)c1C	19.0	·	·	34.1	0.6	-0.2	-19.0	-7.5	·	6.8
Nc1ccc(-c2nc3ccc(N)cc3[nH]2)cc1	-9.7	0.8	1.1	8.2	0.1	0.1	9.7	3.7	-0.4	-8.6
O=C(COC(=O)/C=C/c1ccco1)NCc1ccccc1	8.5	1.1	7.1	-15.5	-2.5	1.2	-8.5	-3.9	-3.6	-15.9
CCN1CCN(C(=O)c2ccc(OC)c(S(=O)(=O)Nc3ccc(C)cc3)c2)CC1	10.6	6.3	-12.1	4.1	-5.4	1.4	-10.6	4.4	0.2	-20.6
COCC(=O)OC1CCn2c1nc1c2C(=O)C(C)=C(NC(C)=O)C1=O (stereo not drawn)	4.7	6.9	3.2	10.2	-2.3	2.1	-4.7	·	-7.2	-6.9
CCOc1ccccc1NC(=O)CSc1ncnc2c1oc1ccccc12	-17.4	4.9	3.5	25.2	-0.4	-0.6	17.4	-1.2	-1.0	1.0
CC(NC(=O)C1c2ccccc2Oc2ccccc21)C1CCCO1 (stereo not drawn)	16.1	-3.4	-2.7	-8.8	2.4	-0.4	-16.1	-5.9	1.0	-1.7
CCOc1cc(/C=N\NC(=O)CC(=O)NCCc2ccccc2)ccc1O	-1.4	-0.9	-12.9	3.5	-4.0	0.4	1.4	-5.0	1.2	-16.4
COc1cc2c(cc1OC)C(=O)N(C)CC2	-6.8	-9.3	0.1	7.9	4.7	0.4	6.8	·	1.3	-13.4

Single records (already shown). Screens in order: SR-BI uptake up, PKA-R2B act, Cardiac RTF inh, Arrestin-AP2 inh, Keap1-Nrf2 PPI, C-LANA FP, SR-BI HDL uptake, NSD2 HMT inh, DAGLB inh, PvdQ inh
O=C(O)C/C(=C\c1ccc2c(c1)OCO2)c1nc2ccccc2s1 is listed with 18.1, 4.1, -7.3, -2.4, 1.9, 1.6, -18.1, 1.6, 5.8, -8.3
CN(C)c1nc(N)nc(CSc2ncc(Cl)cc2Cl)n1 is listed with -7.8, -1.9, -2.1, 6.5, 0.4, -1.1, 7.8, 6.3, 1.6, -12.7
